# Screens as filed in PubChem.
# aSyn yeast inh – rescues yeast growth from alpha-synuclein toxicity; 0.14% of 370,000 active; Potency, µM (titrated, usually from 46.1 µM), inactives show top-dose growth rescue (activation), most hits filed as activators; Yeast expressing alpha-synuclein, growth rescue, BacTiter-Glo, 24 h; AID 652106; further: potency means the concentration at half of the fitted maximal effect; % of control where 0% means no effect; nearly all actives have a fitted effect of over 65% in size
#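 Rescue of yeast growth: cells expressing toxic alpha-synuclein, induced in galactose at OD600 0.02, incubated with compound 24 h at 30 C. ATP luminescence quantified growth; inhibitors of toxicity appear as activators.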
# EPAC1 antagonist – EPAC1 (human) antagonism | AID 720709 | EPAC1 GEF assay, Rap1b-BODIPY-GDP exchange fluorescence | 0.14% of 360,000 active | Potency, µM (series often up to 115 µM), without a hit: at the highest dose activity change, negative = inhibition, most hits filed as inhibitors | O95398;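 further: potency means the concentration at half of the fitted maximal effect; plate controls were vehicle for no effect and positive control for full effect; nearly all actives have a fitted effect of over 50% in size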
# FUS yeast rescue – FUS proteinopathy suppression in yeast. S. cerevisiae FUS-expressing, growth rescue, OD600, 24 h. Potency, µM (series often up to 76.6 µM), for inactives: at the highest dose growth rescue (activation), actives largely listed as activators. 0.24% of 390,000 active. AID 1347120;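 further: potency means the concentration at half of the fitted maximal effect; plate controls were DMSO vehicle for no effect and reference control for full effect; nearly all actives have a fitted effect of over 55% in size; some results filed as inactive show a strong effect at the top dose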
#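 Read-out: OD at 600 nm after 24hr at 30C, reporting rescue of FUS-induced yeast toxicity. Cells at OD 0.005 in galactose (2%) minimal medium; compounds tested in a dilution series; CP55940 titration from 92uM final as control.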
# PI5P4Ka inh – inhibitors of human PI5P4K alpha | max response, % | 1.2% of 330,000 active | AID 652105 | P48426 | PI5P4Kalpha enzyme, ADP-Glo luminescence, 60 min; active compounds read low; active means max response of -50% or lower; inconclusive means between -30% and -50%; inactive means -30% or higher; further: value at the top dose of about 77 µM; on the % scale 0 is the no-effect control and ±100 the full control effect
#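 Quantitative HTS of the MLSMR library against PI5P4Kalpha with substrate. ATP added last at 5 microM final; room temperature, 60 minutes. Remaining ATP depleted, ADP converted and read as luminescence.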
# IL2 activator – IL-2 activation. IL-2 activation reporter assay, cell-based qHTS; stimulated with anti-CD3/CD4/CD28 beads; in transgenic mouse T cells. activation, % (series mostly up to about 46 µM). 0.065% of 360,000 active; in the data active means activation above about 50%; inconclusive means mostly about 30% to 49%; further: 0% is about no effect
#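 Using fluorescent plate cytometry, EGFP and DsRed are detected in transgenic mouse T cells stimulated 18 h at 37 degrees C with antibody-coated beads after 60 min compound pretreatment.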
# PLK1 PBD block – blocks phosphopeptide binding to human PLK1 polo-box domain. P53350. Plk1 PBD binding of FITC phosphopeptide, fluorescence polarization. Potency, µM, inactives show max response, negative = inhibition, actives largely listed as inhibitors. 2.8% of 360,000 active. AID 720504; further: potency means the concentration at half of the fitted maximal effect; series mostly up to about 57 µM; on the % scale 0 is the no-effect control and ±100 the full control effect; nearly all actives have a fitted effect of over 65% in size
# Target sequence (P53350 whole entry, looked up, the tested form may be a part): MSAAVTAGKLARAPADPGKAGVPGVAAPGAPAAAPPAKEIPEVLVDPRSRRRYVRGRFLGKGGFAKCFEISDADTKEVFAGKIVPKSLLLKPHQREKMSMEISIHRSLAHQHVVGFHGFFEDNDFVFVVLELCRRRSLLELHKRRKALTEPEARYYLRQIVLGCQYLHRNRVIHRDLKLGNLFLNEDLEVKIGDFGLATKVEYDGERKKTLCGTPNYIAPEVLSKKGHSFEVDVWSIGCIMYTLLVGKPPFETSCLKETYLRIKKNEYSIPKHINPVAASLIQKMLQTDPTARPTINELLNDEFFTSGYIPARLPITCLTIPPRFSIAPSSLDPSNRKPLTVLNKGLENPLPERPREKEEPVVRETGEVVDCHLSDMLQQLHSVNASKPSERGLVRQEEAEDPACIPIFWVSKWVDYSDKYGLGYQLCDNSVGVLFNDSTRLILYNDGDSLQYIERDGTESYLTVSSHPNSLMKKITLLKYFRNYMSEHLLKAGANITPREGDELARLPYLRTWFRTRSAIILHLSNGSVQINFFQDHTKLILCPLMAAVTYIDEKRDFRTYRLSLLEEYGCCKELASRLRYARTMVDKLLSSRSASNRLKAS
# WRN helicase inh – inhibitors of human WRN helicase; Q14191; WRN helicase unwinding, fluorescent forked duplex, kinetic; Potency, µM (titrated, usually from 114 µM), for the others: top-dose activity change, negative = inhibition, most hits filed as inhibitors; 0.46% of 360,000 active; further: potency means the concentration at half of the fitted maximal effect; on the % scale 0 is the no-effect control and ±100 the full control effect; nearly all actives have a fitted effect of over 55% in size
#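 Kinetic fluorescence helicase assay: unwinding of a quenched forked DNA duplex (100 nM final) with 2 mM ATP final raises red fluorescence (525/598 nm). Compounds sat 15 min at room temperature with 20 nM WRN beforehand.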
# EPAC1 agonist – agonists of human EPAC1. Potency, µM (highest dose often 154 µM), inactives show at the highest dose activation, hits mostly activators. O95398. EPAC1 agonist qHTS, biochemical assay; response scale: 100% = response to 6.5 mM cAMP. 0.073% of 360,000 active; further: potency means the concentration at half of the fitted maximal effect; nearly all actives have a fitted effect of over 60% in size
#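 Read-out is the fluorescence drop as BODIPY-GDP leaves Rap1B (480 nm excitation, 540 nm emission), recorded every 5 minutes over 30 minutes. Reactions held 100 nM EPAC1, 250 nM Rap1B–BODIPY-GDP and 50 uM GDP, with 6.5 mM cAMP setting full activation.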
# Abeta yeast res – restores growth of yeast expressing A-beta42 peptide; yeast expressing A-beta42, growth rescue, OD600, 48 h; response scale: 0% DMSO, 100% iron-clioquinol control; 0.063% of 410,000 active; Potency, µM (top dose mostly 46.1 µM), for inactives: at the top dose growth rescue, usual class: activators; further: potency means the concentration at half of the fitted maximal effect; nearly all actives have a fitted effect of over 55% in size
#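 Yeast A-beta toxicity model in growth medium with pinned compounds, 48 h at 30 C; growth read as absorbance at 600 nm. Normalized to FeCl3/clioquinol equimolar mix (positive) and DMSO (negative).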
# The depositor's hits bear a star; ? = inconclusive; · = no result given; & = joins results of further samples; [ ] = dose if it differs, or a comment. Unless noted, the call rests on the fitted dose curve; in most records, active means well fitted curve in the direction sought with a large enough effect; inconclusive means small, poorly fitted or top-dose-only effect, or another doubt; inactive means no such curve, though single readings can be large; an effect the other way counts as inactive or inconclusive. Random draw from the library; any-hit rate near 4.1%.
Compound,aSyn yeast inh,EPAC1 antagonist,FUS yeast rescue,PI5P4Ka inh,IL2 activator,PLK1 PBD block,WRN helicase inh,EPAC1 agonist,Abeta yeast res
Cc1ccccc1CCN(C(=O)Cn1nnc2ccccc21)C(C(=O)NCC1CCCO1)c1nc2ccccc2n1C (stereo not drawn),1%,-9%,-12%,-3,-0.3,-4%,-20%,-27%,-1%
COc1ccc(C(=O)C(C)OC(=O)CNC(=O)C2CCCCC2)cc1 (stereo not drawn),-1%&0%,7%,-23%,-4,5.8,2%,6%,-4%,-19%
O=C(Cn1cccc1)NCc1cccs1,-6%,6%,15%,·,-2.1,-7%,-2%,0%,-4%
CC1CC(=O)Nc2ccccc2N1S(=O)(=O)c1ccc(Br)cc1 (stereo not drawn),8%,2%,25%,·,-0.3,-1%,4%,-1%,18%
CN(CC(=O)NC(=O)NC1CCCCC1)CC(=O)Nc1ccc(Cl)cc1,15%,6%,44%,0,-0.9,3%,0%,-6%,10%
COc1ccc2cc(C(c3nnnn3C3CCCC3)N3CCc4ccccc4C3)c(=O)[nH]c2c1 (stereo not drawn),-4%,-6%,?,-9,-2.1,-17%,-5%,16%,-10%
CCN(CC(=O)Nc1ccc(NC(C)=O)cc1)C(=O)c1cc2c(s1)CCCC2,4%,-25%,9%,-50*,-0.5,1%,-6%,6%,-3%
C=CC(=O)N1C/C(=C/c2ccc(F)cc2)C(=O)/C(=C\c2ccc(F)cc2)C1,-68%[inhibitor],?,·,-22,-0.6,?,40µM*,-17%,-84%[inhibitor]
O=C(CCC(=O)c1ccccc1)Nc1ccc(C(=O)O)cc1,-11%,-15%,-16%,0,0.9,-16%,8%,-4%,-22%
CC(C)(C)OC(=O)NOCC(=O)N(Cc1ccccc1)CC(O)COc1ccccc1 (stereo not drawn),9%,-8%,20%,1,4.1,-10%,-31%,-24%,-4%
CCOC(=O)Cn1c(CN2CCN(C(=O)c3ccco3)CC2)nc2c1c(=O)n(C)c(=O)n2C,7%,18%,0%,-3,-2.6,0%,0%,1%,2%
CCOc1ccc(C(C(=O)NC2CCCC2)N(Cc2ccccc2)C(=O)c2nsc(Cl)c2Cl)cc1 (stereo not drawn),-13%,-1%,15%,-3,-4.5,3%,-2%,-9%,4%

# (list continues)
Compound,aSyn yeast inh,EPAC1 antagonist,FUS yeast rescue,PI5P4Ka inh,IL2 activator,PLK1 PBD block,WRN helicase inh,EPAC1 agonist,Abeta yeast res
C/C(=N\NC(=O)c1ccc(CN2CCc3ccccc3C2)cc1)c1ccccc1O,-2%,-11%,19%,-87*,-0.6,-2%,-33%,16%,-12%
COc1ccc(NC(=O)N(C)C[C@H]2Oc3c(NC(=O)C4CC4)cccc3C(=O)N([C@H](C)CO)C[C@@H]2C)cc1,-1%,-7%,-16%,0,0.0,10%,5%,-13%,?
Cc1[nH]c(=O)[nH]c(=O)c1/C=N/NC(=O)[C@H](C)N,-2%,11%,0%,-28,-0.8,-19%,-2%,17%,3%
Fc1ccc(-c2nc3c4ccccc4ccn3c2Cc2cccc(Cl)c2)cc1,17%,6%,-30%,10,0.3,16%,-9%,12%,-13%
COc1ccc(N2C(=O)CCC(C(=O)N(C)C3CCCCC3)C2c2ccc(OC)c(OC)c2)cc1 (stereo not drawn),1%,0%,8%,-1,11,-10%,-2%,-3%,22%
CCCCCCCc1nc2nc(C)c(Br)c(=O)n2[nH]1,-10%,1%,13%,-8,-1.7,27µM*,-5%,9%,2%
CC(=O)C1=C(O)C(=O)N(c2ccc(Br)cn2)C1c1ccc(Br)cc1 (stereo not drawn),-21%,-7%,1%,1,-0.8,-16%,-9%,11%,-18%
Cc1ccc(CS(=O)(=O)Cc2ccc(C(=O)NC3CCCC3)o2)cc1,-7%,-11%,-19%,1,-0.4,1%,3%,-2%,-10%
COc1ccc(CNC(=O)CN2CCN(S(=O)(=O)c3c(C)c(C)cc(C)c3C)CC2)cc1OC,4%,-18%,39%,-3,0.4,-8%,-6%,-4%,6%
COc1ccc(/C=C(/NC(=O)/C=C/c2ccccc2)C(=O)N2CCOCC2)cc1,3%,3%,12%,-6,3.7,1%,11%,0%,1%
Cc1c(/C=N/NC(=O)C(C)(C)Oc2ccc(Cl)cc2)cnn1C,4%,-1%,16%,·,-2.2,-2%,7%,-3%,0%
CNc1cncc(-c2cccc(NS(C)(=O)=O)c2)n1,-5%,-2%,-22%,4,-0.2,-8%,-6%,-8%,-5%

# The last 2 entries of the part before open the next one.
Compound,aSyn yeast inh,EPAC1 antagonist,FUS yeast rescue,PI5P4Ka inh,IL2 activator,PLK1 PBD block,WRN helicase inh,EPAC1 agonist,Abeta yeast res
Cc1c(/C=N/NC(=O)C(C)(C)Oc2ccc(Cl)cc2)cnn1C,4%,-1%,16%,·,-2.2,-2%,7%,-3%,0%
CNc1cncc(-c2cccc(NS(C)(=O)=O)c2)n1,-5%,-2%,-22%,4,-0.2,-8%,-6%,-8%,-5%
CC1(C)CC(=O)C=C(c2ccc(Cl)c(C(F)(F)F)c2)C1,-6%,-8%,-21%,-8,-0.5,-2%,-4%,-11%,-18%
COc1ccc(S(=O)(=O)NCC(c2cccnc2)N2CCN(C)CC2)cc1C (stereo not drawn),?,2%,9%,0,-1.1,-5%,5%,4%,-9%
COc1ccc(OC)c(NC(=O)CSc2nnc3ccc(-c4ccncc4)nn23)c1,-2%,9%,-12%,1,-1.2,0%,-1%,1%,6%
Cn1nc(CC(=O)Nc2cccc3ncccc23)c2ccccc2c1=O,0%,11%,-1%,-3,-0.5,-3%,0%,-1%,22%
CCOC(=O)C1CCN(S(=O)(=O)c2nc3nc(C)cc(C)n3n2)CC1,1%,-10%,-3%,0,-0.1,30µM*,2%,-3%,-23%
C[C@@H]1NC(=O)N(CCCn2ccnc2)C1=O,-1%,-4%,-34%,-5,-0.9,-8%,4%,6%,2%
Cc1cccc(S(=O)(=O)NC2CCCCCCC2)c1,17%,?,23%,2,-7.6,-7%,-33%,-5%,-10%
Cc1ccccc1Nc1nnc(SCc2cc([N+](=O)[O-])cc3c2OCOC3)s1,8%,-4%,?,·,0.2,-4%,-9%,15%,7%
CCC1Oc2ccc(C)cc2N(CC(=O)NCCC2=CCCCC2)C1=O (stereo not drawn),-1%,1%,20%,·,-1.4,-6%,1%,-23%,0%
Cc1cc(OCCCCCn2ccnc2)cc(C)c1Cl,2%,-11%,13%,12,1.7,5%,-5%,7%,-17%
O=C(Nc1ccc2c(c1)OCO2)N1CCN(c2ccccc2Cl)CC1,0%,-3%,13%,·,-1.1,-2%,-8%,8%,-2%

# An excerpt from above in order of formula weight, ascending:
Compound,aSyn yeast inh,EPAC1 antagonist,FUS yeast rescue,PI5P4Ka inh,IL2 activator,PLK1 PBD block,WRN helicase inh,EPAC1 agonist,Abeta yeast res
CC1(C)CC(=O)C=C(c2ccc(Cl)c(C(F)(F)F)c2)C1,-6%,-8%,-21%,-8,-0.5,-2%,-4%,-11%,-18%
O=C(Nc1ccc2c(c1)OCO2)N1CCN(c2ccccc2Cl)CC1,0%,-3%,13%,·,-1.1,-2%,-8%,8%,-2%
CCOC(=O)C1CCN(S(=O)(=O)c2nc3nc(C)cc(C)n3n2)CC1,1%,-10%,-3%,0,-0.1,30µM*,2%,-3%,-23%
